From PubChem BioAssay
Pf apPOL block: Pf-apPOL inhibitors, biochemical, fluorescence | actives 0.25% (n = 210,000) | inhibition, % at 10 µM | Plasmodium falciparum apicoplast DNA polymerase (apPOL) | Recombinant Pf-apPOL, molecular beacon fluorescence, 1.5 h
mHTT-CaM PPI inh: mutant huntingtin-calmodulin interaction inhibitors – biochemical, AlphaScreen, primary screen; AlphaScreen His-mHTT/GST-CaM binding, luminescence; inhibition, % at 15 µM; actives 3.6% (n = 190,000); AID 1671202, 2021;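 note: 0% = both proteins with DMSO and 100% = one protein alone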
An asterisk follows results filed as active; i = inactive; / = not tested or not shown; & = joins results of further samples. Cut-off read from the data, not from the text of the source: active = inhibition above about 50%; inactive = the rest.

SMILES	Pf apPOL block	mHTT-CaM PPI inh
COc1ccc(CNC(=O)N2CCC3(C2)C(=O)Nc2ccc(OC)cc23)cc1 (stereo unspecified)	-3	8
COc1ccc(CCN(C)Cc2cc(OC)c(OC)cc2[N+](=O)[O-])cc1OC	-1	8
CN(C(=O)C(Cl)(Cl)Cl)c1ccccc1	27	0
CCOc1ccccc1N1CCN(Cc2ccccc2Cl)CC1	-4	-12
COc1ccc2c(c1)C1(CCN(C(=O)COc3cccc(C)c3)C1)C(=O)N2C (stereo unspecified)	-2	-3
COC(=O)C12CCCC(C)(C)C1CCc1cc(C(C)C)c(OC(C)=O)c(OC(C)=O)c12 (stereo unspecified)	-4	/
CC(=O)OC12COC1CC(O)C1(C)C(=O)C(O)C3=C(C)C(O)CC(O)(C(OC(=O)c4ccccc4)C21)C3(C)C (stereo unspecified)	-8	/
Cc1ccc(Cl)c(C(=O)CN(C)C)c1	1	2
CC1CCCC(C)N1CC#CCO (stereo unspecified)	5	-4
c1nnc(C2CC2)n1C1CCNCC1	-2	-1
Cc1ccccc1CN1CCN(c2ccc([N+](=O)[O-])cc2)CC1	0	2
O=C1CC(=O)N(c2cccc(Cl)c2)C(=O)N1	-5	-4
O=C1CC2OCC=C3CN4CCC56c7cc([N+](=O)[O-])ccc7N1C5C2C3CC46 (stereo unspecified)	/	-2
COc1ccc2c(c1)C1(CCN(C(=O)NCC(C)C)C1)C(=O)N2 (stereo unspecified)	1	4
OCC1CCCN1C1CC2CCC1C2 (stereo unspecified)	-4	-8
Cc1cc(C)cc(NC2=NCCCS2)c1	-14	/
CSc1ccccc1NC(=O)c1cccn(Cc2ccc(C(F)(F)F)cc2)c1=O	-6	-5
N#CC1=C(N)Oc2c(c(=O)oc3ccccc23)C1c1ccncc1 (stereo unspecified)	4	-5
COc1cccc(NC(=O)c2nc(C)n(C3CCN(C)CC3)c2C)c1	-5	20
NC(=O)c1ccc(OCC(O)CN2CC=C(c3ccc(F)cc3)CC2)cc1 (stereo unspecified)	-12	/
CN1C(=O)N(C)C(=O)C(CCc2ccncc2)(Cc2ccccc2[N+](=O)[O-])C1=O	-6	2
COc1cc(/C=C/c2nc3ccccc3c(=O)n2-c2ccccc2OC)ccc1O	-4	-8
O=C1NC(=O)C(=Cc2ccccc2OCc2ccccc2Cl)C(=O)N1	-4	14
NC1(Cc2ccc(Cl)cc2)CC1	/	0
CN(C)CCN(C(=O)Cc1ccc(Cl)s1)c1nc2c(Cl)cccc2s1	0	-6
c1ccc(N2CCNCC2)nc1	/	-7
COc1ccc(CN2CCN(c3ccccc3Cl)CC2)c(OC)c1	-11	6
COc1ccc(OC(=O)N(C)C)c(CN(C)C)c1	1	-3
c1ccc2c(CCNC3C4CC5CC(C4)CC3C5)c[nH]c2c1 (stereo unspecified)	0	2
COc1ccc2c(c1)C1(CCN(C(=O)c3ccc(OC)c(OC)c3)C1)C(=O)N2 (stereo unspecified)	-6	7
COc1ccc2c(c1)C1(CCN(C(=O)Cc3cccc(F)c3)C1)C(=O)N2C (stereo unspecified)	-7	3
COc1ccc2c(c1)C1(CCN(S(C)(=O)=O)C1)C(=O)N2 (stereo unspecified)	1	1
CC12CCC3(C[C@@H]1CCC1C2CCC2(C)C1CC[C@@]2(C)O)OCCO3 (stereo partly specified)	-8	/
CCc1ccc(C=C2Oc3cc(OC(=O)N(C)C)ccc3C2=O)cc1	-8	13
COc1ccccc1-n1c(/C=C/c2cccnc2)nc2ccccc2c1=O	6	3
COC(=O)[C@@H]1OC(Br)[C@@H](OC(C)=O)[C@H](OC(C)=O)[C@H]1OC(C)=O (stereo partly specified)	/	-7
O=C(O)c1ccc(F)c(S(=O)(=O)N2CC3CC(C2)c2cccc(=O)n2C3)c1 (stereo unspecified)	-3	-2
C=CCN1C(=O)NC(=O)C(Cc2ccc(OC)cc2)C1=O (stereo unspecified)	0	-3
COc1ccccc1N1C(=O)C2C(C1=O)C1(Cl)C(Cl)=C(Cl)C2(Cl)C1(Cl)Cl (stereo unspecified)	-1	-5
CCN1CCN(Cc2ccc(OC)c(OC)c2OC)CC1	-4	-6
O=C1NC(=S)NC(=O)C1=CC=Cc1ccccc1	43	/
CCC(=O)N1N=C2C3CCN(CC3)C2C1c1cccc(OC)c1 (stereo unspecified)	-6	-6
COc1cc2c(cc1OC)C(C(=O)Nc1ccc(F)cc1F)C1CCCCN1C2=O (stereo unspecified)	-6	13
COc1ccccc1N1CCN(Cc2ccc(C)cc2C)CC1	-6	-7
CC(C)c1cccc(C(C)C)c1O	3	/
CC(C)(C)OCC(O)CNC1CCCCC1 (stereo unspecified)	-3	-3
CCN(CC)c1ncnc2c1ncn2[C@@H]1O[C@H](COP(=O)(O)OP(=O)(O)C(Br)(Br)P(=O)(O)O)[C@@H](O)[C@H]1O	12	/
CCN1CCN(Cc2ccccc2OC)CC1	1	-2
CCCCc1nc2ccccc2c(=O)n1-c1ccccc1[N+](=O)[O-]	18	9
Cc1nn(CC(=O)Nc2ccc(Cl)cc2C(=O)c2ccccc2)c(C)c1[N+](=O)[O-]	13	6
O=C1CCC(=O)N1C1CCCN2CCCCC12 (stereo unspecified)	/	0
Cc1ccc(CCN2CC(C(=O)N3CCC4(CC3)OCCO4)CC2=O)cc1 (stereo unspecified)	-20	2
CC1CC(C)C(=O)C(C(O)CC2CC(=O)NC(=O)C2)C1 (stereo unspecified)	-12	/
O=C(Cc1ccccc1)N1CCN(Cc2ccccc2F)CC1	0	-4
O=c1c2ccccc2nc(/C=C/c2cc(Br)ccc2O)n1-c1cccc([N+](=O)[O-])c1	7	12
COc1ccc2c(c1)C1(CCN(S(=O)(=O)c3ccc(NC(C)=O)cc3)C1)C(=O)N2 (stereo unspecified)	-5	14
COc1ccc(C=C2Oc3cc(OC(=O)N(C)C)ccc3C2=O)cc1OC	-13	12
COc1cc2c(cc1OC)C(C(=O)Nc1ccc(C)cc1Br)C1CCCCN1C2=O (stereo unspecified)	-4	46
Clc1ccc(C2CC(c3cccnc3)Nc3ncnn32)cc1 (stereo unspecified)	-4	0
COc1ccc(C2(CN)CCOCC2)cc1OC	-7	-2
The listing continues.
SMILES	Pf apPOL block	mHTT-CaM PPI inh
CCOC(=O)[C@]12Cc3cc4ccccc4cc3[C@H]1N(Cc1ccccc1)C(=O)c1ccccc12	-5	-8
O=C(CN1CCCC1=O)NCc1ccccc1	0	4
C#CC1(OCC(O)CNC2CCCCC2)CCCCC1 (stereo unspecified)	-6	-4
COc1ccc2c(c1)C1(CCN(S(=O)(=O)c3cccc(F)c3)C1)C(=O)N2 (stereo unspecified)	-4	4
O=Cc1cc(CCl)cs1	/	-1
CN(Cc1ccccc1)C(=C(Cl)Cl)/C(=C1\NCCN1Cc1ccc(Cl)nc1)[N+](=O)[O-]	-5	65*
O=c1c2ccccc2nc(/C=C/c2ccc(Br)cc2)n1-c1ccc([N+](=O)[O-])cc1	-6	5
O=C(c1ccccc1)c1cc(Br)ccc1NC(=O)c1cc2ccccc2oc1=O	1	-7
CCOc1ccccc1N1CCN(Cc2ccc(F)c(Br)c2)CC1	-1	68*
CC(C)(C)NC(=O)NC(O)C(Cl)(Cl)Cl (stereo unspecified)	-6	3
COc1ccc(OC)c(CN2CCN(C)CC2)c1	-5	-2
Cn1cc(C=C2C(=O)NC(=O)NC2=O)c2ccccc21	-9	1
CN1CCN(c2ccccc2C=NNC(N)=S)CC1	-7	/
COc1ccc(CC2C(=O)NC(=O)N(c3ccccc3)C2=O)c(OC)c1 (stereo unspecified)	-23	2
Cc1ccc(C2CC(c3cccnc3)Nc3nnnn32)cc1 (stereo unspecified)	0	-1

Single records (already shown). Order of screens: Pf apPOL block	mHTT-CaM PPI inh
COc1ccc(CC2C(=O)NC(=O)N(c3ccccc3)C2=O)c(OC)c1 (stereo unspecified) is entered as -23	2
CN1CCN(c2ccccc2C=NNC(N)=S)CC1 is entered as -7	/
CCOC(=O)[C@]12Cc3cc4ccccc4cc3[C@H]1N(Cc1ccccc1)C(=O)c1ccccc12 is entered as -5	-8

The listing continues.
SMILES	Pf apPOL block	mHTT-CaM PPI inh
CN1CCN(c2nnc(C(F)(F)F)s2)CC1	-3	-5
CN1CC2CN(Cc3ccccc3)S(=O)(=O)C2C1 (stereo unspecified)	2	-5
c1ccc(CN2CCN(Cc3ccc4c(c3)OCO4)CC2)cc1	-6	-4
COc1cc(CCC(C)=O)ccc1OC(=O)N(C)C	-3	/
N#Cc1c(Cl)nc(NC23CC4CC(CC(C4)C2)C3)c(Cl)c1Cl	1	-2
CCOc1ccccc1CN1CCN(c2ccccc2C)CC1	-2	-14
Cn1cc(CN2CCN(C(=O)Cc3cccs3)CC2)ccc1=O	0	-5
COc1cc(CN2CCN(c3cccc(Cl)c3)CC2)cc(I)c1O	-6	58*
NC1CCc2cc(O)c(O)cc2C1 (stereo unspecified)	0	/
O=Cc1nc2ccccc2n1Cc1ccccc1	-5	35
C[C@H]1COc2cc(N3CCN(C)CC3)ccc2S(=O)(=O)N1	-7	-5
Cc1csc(CN2CCN(C(=O)COc3ccc(Cl)cc3Cl)CC2)n1	-6	-6
C[N+](C)(C)CCOC(=O)CBr	6	/
Cc1cc2oc(=O)cc(CN3CC4CC(C3)c3cccc(=O)n3C4)c2cc1C (stereo unspecified)	-2	-2
COc1cccc(-n2c(/C=C/c3cccc([N+](=O)[O-])c3)nc3ccccc3c2=O)c1	-1	26
O=c1oc2ccccc2c(O)c1C(c1cc(Cl)ccc1O)c1c(O)c2ccccc2oc1=O	4	1
CCOc1ccc(C(=O)N2CCC3(C2)C(=O)N(C)c2ccc(OC)cc23)cc1 (stereo unspecified)	-10	11
O=C(Cc1c[nH]c2ccccc12)N1CCCN(C2CCN(CC3CC3)C2=O)CC1 (stereo unspecified)	7	2
O=C(O)c1cc2ccccc2oc1=O	-8&-3&0	-2
O=c1c2ccccc2nc(/C=C/c2cc(Br)ccc2O)n1-c1ccc([N+](=O)[O-])cc1	-8	7
CC12CN3CC(C)(CN(C1)C3c1ccccn1)C2O (stereo unspecified)	-15	100*
CN(C)C(=O)Oc1ccc2c(-c3cc4cc(Br)ccc4oc3=O)cc(=O)oc2c1	-56	7
CCC(=O)N1N=C2C3CCN(CC3)C2C1c1cccc([N+](=O)[O-])c1 (stereo unspecified)	9	-3
O=C(NCc1cccs1)c1ccc(N2CC3CC(C2)c2cccc(=O)n2C3)c([N+](=O)[O-])c1 (stereo unspecified)	-5	6
CC(=O)Nc1cc(C(=O)N2CCC3(CC2)OCCO3)ccc1S(=O)(=O)c1ccc(C)cc1	-1	6
O=c1oc2ccccc2c(O)c1C(c1cccnc1)c1c(O)c2ccccc2oc1=O	-4&-5	7&9
Cc1cc(C)cc(N2C(=O)CC(=O)NC2=O)c1	-8	4
CC(C)(C)C1(O)CC2OC(=O)CC23C(=O)OC2OC(=O)C(O)C231 (stereo unspecified)	-10	/
Cc1ccc(-n2c(C)nc3ccc(I)cc3c2=O)cc1	2	-5
COC(=O)Nc1cc(N/C(N)=N/[N+](=O)[O-])ccc1C	-8	i

Some of these compounds in order of SMILES length, ascending:
SMILES	Pf apPOL block	mHTT-CaM PPI inh
NC1CCc2cc(O)c(O)cc2C1 (stereo unspecified)	0	/
C[N+](C)(C)CCOC(=O)CBr	6	/
O=Cc1nc2ccccc2n1Cc1ccccc1	-5	35
Cc1cc(C)cc(N2C(=O)CC(=O)NC2=O)c1	-8	4
CC12CN3CC(C)(CN(C1)C3c1ccccn1)C2O (stereo unspecified)	-15	100*
Cc1ccc(-n2c(C)nc3ccc(I)cc3c2=O)cc1	2	-5
Cn1cc(CN2CCN(C(=O)Cc3cccs3)CC2)ccc1=O	0	-5
COc1cc(CN2CCN(c3cccc(Cl)c3)CC2)cc(I)c1O	-6	58*
COC(=O)Nc1cc(N/C(N)=N/[N+](=O)[O-])ccc1C	-8	i
C[C@H]1COc2cc(N3CCN(C)CC3)ccc2S(=O)(=O)N1	-7	-5
Cc1csc(CN2CCN(C(=O)COc3ccc(Cl)cc3Cl)CC2)n1	-6	-6
Cc1cc2oc(=O)cc(CN3CC4CC(C3)c3cccc(=O)n3C4)c2cc1C (stereo unspecified)	-2	-2
CCC(=O)N1N=C2C3CCN(CC3)C2C1c1cccc([N+](=O)[O-])c1 (stereo unspecified)	9	-3
CCOc1ccc(C(=O)N2CCC3(C2)C(=O)N(C)c2ccc(OC)cc23)cc1 (stereo unspecified)	-10	11
CN(C)C(=O)Oc1ccc2c(-c3cc4cc(Br)ccc4oc3=O)cc(=O)oc2c1	-56	7
O=c1oc2ccccc2c(O)c1C(c1cc(Cl)ccc1O)c1c(O)c2ccccc2oc1=O	4	1
COc1cccc(-n2c(/C=C/c3cccc([N+](=O)[O-])c3)nc3ccccc3c2=O)c1	-1	26
O=c1c2ccccc2nc(/C=C/c2cc(Br)ccc2O)n1-c1ccc([N+](=O)[O-])cc1	-8	7
O=C(NCc1cccs1)c1ccc(N2CC3CC(C2)c2cccc(=O)n2C3)c([N+](=O)[O-])c1 (stereo unspecified)	-5	6

(next part)
SMILES	Pf apPOL block	mHTT-CaM PPI inh
COc1ccc(CN2CCN(CCO)CC2)cc1C	-4	-2
Cc1cc(C)n2nc(SC(C)C(=O)N3CCC4(CC3)OCCO4)nc2n1 (stereo unspecified)	-1	-10
Cc1ccc(S(=O)(=O)N2CCC(C(=O)NC3CCCCCC3)CC2)cc1	-3	-1
COc1ccc(OC)c(NP(=O)(Oc2ccccc2)Oc2ccccc2)c1	0	74*
S=C(SSC(=S)N1CCCCC1)N1CCCCC1	/	51*
COc1ccc2c(c1)C1(CCN(C(=O)NCC(C)C)C1)C(=O)N2C (stereo unspecified)	0	-1
CC12C=CC(C)(O1)C1C(=O)N(c3ccccc3[N+](=O)[O-])C(=O)C12 (stereo unspecified)	-4	4

These rows are one share of the data. The share of hits here may be higher or lower than overall.
